Screening data: PubChem BioAssay, several laboratories
AID2073: inhibitors of Mint1-CaV2.2 protein interaction, biochemical, HTRF (AID 2073). Voltage-dependent N-type calcium channel subunit alpha-1B (Homo sapiens). one-dose inhibition, % at 20 µM; IC50 in µM for titrated hits. HTRF protein-protein interaction, Mint1-CaV2.2; higher % means a stronger effect. hit rate 0.19% among 290,000; in the data active means inhibition mostly above about 51%, no sharp cut-off; inconclusive means no clear call, values can overlap the other calls; inactive means mostly below about 53%; further: some results filed as inactive read as strong as hits
MgcRacGAP inhibition: MgcRacGAP GTPase-activating activity inhibitors, confirmation, biochemical, ADP Hunter fluorescence; MgcRacGAP-stimulated Rac1 GTP hydrolysis, ADP Hunter fluorescence; higher % means a stronger effect; GST-tagged Rac1 F28L mutant substrate; Rac GTPase-activating protein 1 (Homo sapiens); hit rate 0.6% among 340,000; inhibition, % at 30 µM; hits with a dose series show IC50 in µM; AID 624330, 2012;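 active means first-screen hits whose inhibition reached a set limit at any dose in the follow-up dose series; inconclusive means inhibition above the set first-screen limit but never retested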;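 further: fluorescence reports GDP produced by GAP-driven GTP hydrolysis; strong numbers were not always called active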
LYP inhibition: inhibitors of LYP phosphatase, biochemical, fluorescence intensity, uHTS (AID 1779); Tyrosine-protein phosphatase non-receptor type 22 (Homo sapiens); recombinant LYP phosphatase, fluorescence intensity; higher % means a stronger effect; inhibition, % at 11.5 µM, or IC50 in µM where a hit was titrated; hit rate 0.054% among 290,000; in the data active means inhibition above about 50%;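 further: plate controls were vehicle with enzyme for no effect and no enzyme for full effect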
HIV peptide binding: inhibitors of HIV fusion peptide binding, primary screen, biochemical, uHTS, fluorescence dequenching (AID 1986) | cell-free peptide binding, fluorescence dequenching, 30 min; higher % means a stronger effect | inhibition, % at 20 µM; hits with a dose series show IC50 in µM | hit rate 0.3% among 290,000; in the data active means inhibition mostly above about 52%, no sharp cut-off; inactive means mostly below about 76%; further: some results filed as inactive read as strong as hits
RSV antiviral HEp-2: RSV antiviral activity via CPE protection, HEp-2 cells, primary 10 µM value included (AID 2391) | HEp-2 cells, RSV-induced CPE inhibition; higher % means a stronger effect | CPE inhibition, % at 10 µM; hits with a dose series show IC50 in µM | hit rate 0.13% among 310,000; in the data active means a potency from the dose series; inconclusive means CPE inhibition mostly from about 23% at the one dose, without a potency; inactive means the rest, 99 in 100 with CPE inhibition below about 21%; further: strong numbers were not always called active
XIAP antagonists: XIAP antagonists, biochemical, IAP family, fluorescence polarization (AID 1018) | hit rate 0.007% among 200,000 | XIAP BIR domain, fluorescence polarization peptide displacement; higher % means a stronger effect | displacement, % at 20 µM; hits with a dose series show IC50 in µM; in the data active means displacement above about 50%; further: a part of the inactive calls stands beside numbers as strong as those of hits
SV40 large T antigen: SV40 large T antigen inhibitors, biochemical (AID 1903) | one-dose inhibition, % at 20 µM; IC50 in µM for titrated hits | SV40 large T antigen ATPase/helicase inhibition assay; higher % means a stronger effect | hit rate 0.39% among 310,000; in the data active means a potency from the dose series; inconclusive means inhibition mostly from about 32% at the one dose, without a potency; inactive means the rest, 99 in 100 with inhibition below about 32%; further: strong numbers were not always called active
NS5 inhibitors: Dengue-2 NS5 methyltransferase inhibitors, primary screen, biochemical, confirmation dose response (AID 588689). hit rate 0.3% among 340,000. Genome polyprotein (Dengue virus type 2 (strain 16681-PDK53)). inhibition, % at 25 µM, or IC50 in µM where a hit was titrated. Dengue-2 NS5 methyltransferase capping enzyme assay, biochemical; higher % means a stronger effect; in the data active means a potency from the dose series; inconclusive means inhibition above about 29% without an active follow-up result
Siah-1 displacement: Siah-1 peptide-binding antagonists, primary screen, biochemical, fluorescence polarization, rhodamine-plectin, uHTS (AID 1817) | E3 ubiquitin-protein ligase SIAH1 (Homo sapiens) | Siah-1 / rhodamine-plectin peptide fluorescence polarization; higher % means a stronger effect | displacement, % at 20 µM; hits with a dose series show IC50 in µM | hit rate 0.02% among 290,000;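 active means displacement of at least 50% at 20 µM, with a fluorescence ratio check between 0.3 and a set limit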;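 further: plate controls were Siah plus tracer with DMSO for no effect and tracer alone without Siah for full effect; strong numbers were not always called active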
NS5 inhibitors pilot replicate: also measured in NS5 inhibitors; calls as there; inhibition, %; measured here: pilot screen replicate inhibition
Numbers without * were called inactive; ? = inconclusive; nt = not tested or not shown. Outcome played no part in choosing rows. Share with any hit: about 1.7%.

SMILES	AID2073	MgcRacGAP inhibition	LYP inhibition	HIV peptide binding	RSV antiviral HEp-2	XIAP antagonists	SV40 large T antigen	NS5 inhibitors	Siah-1 displacement	others
CCOC(=O)C1CCCN(S(=O)(=O)c2cccs2)C1 (stereo not drawn)	-3%	10%	1%	1.8%	2.2%	-8.4%	-2%	-5%	0%
CC1CC(C)(C)CC2(C1)NC(=O)N(CC(=O)NCC(c1ccco1)N1CCCCC1)C2=O (stereo not drawn)	9%	8%	-3%	1.3%	0.8%	-7.9%	-4%	-1%	-2%
C=CCN(c1ccc(C(N)=O)cc1)S(C)(=O)=O	-4%	18%	-6%	-2.0%	1.2%	-1.9%	-2%	0%	0%
COc1ccc(Nc2nc(N)nc(CN(C)C3CCCCC3)n2)cc1	8%	1%	-10%	2.8%	0.4%	-3.5%	6%	-11%	-6%
CC(C)Oc1ccc(C2CCC(=O)NC2=O)cc1 (stereo not drawn)	8%	-2%	-8%	2.3%	1.4%	-7.7%	9%	1%	8%
Cc1ccc(OC(F)F)c(NC(=O)Nc2ccc3c(c2)OCO3)c1	6%	11%	-6%	-0.8%	7.9%	nt	21%	3%	1%
O=C(CSc1ccc2nnc(-c3ccccn3)n2n1)NCc1ccco1	8%	5%	-6%	3.3%	1.3%	-7.6%	15%	-4%	0%
Cc1ccc(S(=O)(=O)NCc2cc(=O)n(C)c(=O)n2C)cc1C	18%	-3%	-4%	-1.6%	-1.3%	nt	6%	-5%	-3%
CCC(=O)N1CCc2cc(Br)cc(S(=O)(=O)NCCN3CCCCC3CC)c21 (stereo not drawn)	-2%	7%	3%	4.8%	-0.7%	-4.2%	0%	-6%	-7%
COc1ccc(CCNCC(O)COc2ccc(Cl)cc2)cc1OC (stereo not drawn)	2%	15%	-12%	0.3%	-2.8%	nt	5%	-1%	13%
Cc1cccc(NC(=O)CSc2n[nH]c(-c3ccncc3)n2)c1C	6%	10%	-6%	1.9%	1.1%	nt	5%	-5%	-2%
COc1ccc(CSc2nc(C)cc(C)c2C#N)cc1	8%	10%	-5%	-0.2%	4.9%	13%	12%	-4%	8%
Cc1cc(C(=O)COC(=O)Cn2c(C(F)(F)F)nc3ccccc32)c(C)n1Cc1ccco1	2%	4%	-1%	-0.8%	1.1%	-2.5%	7%	-2%	1%
COc1ccc(C2c3ccc4ccccc4c3Oc3ncn(CCN4CCOCC4)c(=N)c32)cc1OC (stereo not drawn)	-3%	11%	-5%	1.4%	1.1%	nt	8%	8%	-5%
COC(=O)CNc1nc(Cl)nc(N2CCC(C)CC2)n1	7%	12%	-8%	-1.3%	2.5%	nt	2%	2%	10%
O=C(OCC(=O)N1CCN(C(=O)c2ccco2)CC1)c1ccccc1C(=O)c1ccc(Cl)cc1	-5%	7%	-5%	-1.9%	0.4%	-0.9%	11%	3%	-4%
Cc1nc(N2CCN(c3ccccc3F)CC2)[nH]c(=O)c1C	11%	6%	-5%	-0.3%	0.4%	nt	2%	-4%	-6%
Cc1csc(NC(=O)CSc2sc3c(O)cc(=O)[nH]c3c2C#N)n1	52%	16%	-3%	22%	0.5%	nt	23%	-2%	28%
COc1ccc(CC(=O)NCc2ccco2)cc1OC	9%	-1%	-16%	0.0%	6.1%	-11%	8%	-2%	0%
CCNC(=O)COC(=O)/C=C/c1cccs1	-6%	-6%	-2%	-1.9%	1.9%	-4.2%	15%	-5%	2%
COc1ccc(S(=O)(=O)c2ccc(OCC3CO3)cc2)cc1 (stereo not drawn)	-8%	-2%	-2%	-1.8%	1.5%	-1.0%	25%	-2%	22%
COc1ccc(N(CC(=O)O)S(C)(=O)=O)cc1OC	-2%	3%	-8%	-1.8%	1.0%	-1.6%	-4%	-1%	-2%
COc1ccc(NC(=O)c2ccc(CN(c3cc(Cl)ccc3C)S(=O)(=O)c3ccccc3)cc2)cc1OC	14%	-3%	6%	-3.8%	4.4%	-8.7%	4%	2%	-6%
N#Cc1cccc(CN2CCC(=O)N(CCO)CC2)c1	3%	6%	-15%	-0.2%	0.3%	nt	10%	-6%	6%
CCN(CC)CCCNC(=O)c1cc2c(-c3ccc(Cl)cc3)nn(C)c2s1	14%	15%	-15%	-3.2%	-1.5%	-3.6%	18%	-4%	-3%
CCSc1nnc(NC(=O)CSc2nncc(=O)n2N)s1	-3%	0%	-5%	-2.9%	1.1%	-14%	17%	-7%	-1%
Cc1cccc(-n2c(-c3csc(C(C)C)c3)n[nH]c2=S)c1	-24%	2%	3%	-1.4%	0.4%	-2.0%	7%	-1%	0%
CCCCOc1ccc(C(=O)NCc2ccccn2)cc1	-1%	10%	-5%	-0.3%	-0.3%	-3.9%	-5%	-2%	-1%
Oc1ccc(Nc2ccnc3cc(Cl)ccc23)cc1	0%	28µM*	0%	-0.6%	0.9%	nt	12%	-1%	-3%
CCCCN1CCN=C1Nc1ccccc1	-4%	7%	-11%	-1.1%	0.7%	nt	12%	-6%	-2%
CSc1ccc(S(=O)(=O)N(CC(=O)NN=C2CCN(C)CC2)c2ccc(C)cc2)cc1	1%	-1%	1%	-1.0%	2.6%	-6.6%	10%	1%	3%
CCn1c(-c2csc3c2CCC(C)C3)n[nH]c1=S (stereo not drawn)	2%	10%	0%	-1.4%	?	-5.9%	15%	-10%	9%
CCOC(=O)CCNC(=O)CCNC(=O)C(c1ccccc1)c1ccccc1	-12%	-15%	-8%	-1.8%	0.5%	nt	-4%	3%	-2%
CCCCC(=O)Nc1ccc(C(=O)NNC(=O)CCCOc2ccc(Cl)cc2Cl)cc1	12%	7%	-4%	-3.0%	1.3%	-2.0%	10%	4%	40%
COC(=O)CNC(=O)CSc1nc2sccc2c(=O)n1-c1ccccc1	20%	6%	0%	5.5%	0.8%	nt	10%	-11%	-1%
CN1CCN(C(CNS(=O)(=O)c2ccc([N+](=O)[O-])cc2)c2ccc(F)cc2)CC1 (stereo not drawn)	nt	7%	nt	nt	-2.4%	nt	12%	-3%	nt
COc1ccc(C(=O)NCCn2cc(SCC(=O)NCc3ccco3)c3ccccc32)cc1	-2%	8%	1%	2.9%	0.6%	-1.1%	13%	2%	1%
COc1ccc(NC(=O)Cn2nnc(C(=O)NCCc3ccc(OC)c(OC)c3)c2N)c(OC)c1	-3%	15%	-5%	1.7%	1.3%	-5.0%	-1%	2%	7%
CCNS(=O)(=O)c1ccc(CCC(=O)Nc2ccccc2)cc1	0%	0%	-2%	0.4%	-0.5%	1.6%	6%	0%	3%
Cc1cccc(-c2nnc(SCC(=O)NC3CC3)n2C)c1	6%	6%	-10%	1.5%	1.1%	nt	8%	1%	5%
CCOC(=O)c1snc2c(=O)[nH]cnc12	9%	5%	-8%	-4.4%	-0.2%	-3.9%	3%	-1%	6%	NS5 inhibitors pilot replicate=-1.4
O=C(Nc1ccc(F)cc1)c1ccc2snnc2c1	5%	7%	-7%	-1.3%	7.3%	nt	16%	1%	0%
Cc1ccc(S(=O)(=O)N(CC(=O)N/N=C/c2cccc(Cl)c2)c2cccc3cccnc23)cc1	0%	10%	-2%	9.4%	2.6%	-4.5%	10%	5%	1%
Cc1ccc(C(=O)N2N=C(c3ccccc3O)CC2c2ccccc2)cc1 (stereo not drawn)	16%	5%	2%	0.5%	2.2%	nt	5%	-2%	0%
O=C(NC1CC2CCCC(C1)N2C(=O)Nc1cccc(F)c1)C1CC1 (stereo not drawn)	-2%	5%	-5%	0.3%	1.4%	nt	5%	-6%	0%
OCC(O)/C=N/Nc1nc(Nc2ccccc2)nc(Nc2ccccc2)n1 (stereo not drawn)	-3%	nt	-8%	0.0%	0.5%	nt	7%	-1%	2%
O=C(O)c1ccc(N=C2SCC(=O)N2Cc2ccccc2)cc1	-7%	9%	-7%	2.4%	0.4%	-8.3%	1%	-2%	8%
S=C(NCc1ccncc1)Nc1ccc(Cl)cc1Cl	-19%	8%	10%	-1.1%	1.0%	-0.8%	4%	2%	-3%
S=C(NCc1ccco1)N/N=C/c1ccccc1Cl	-7%	12%	4%	1.9%	0.8%	-3.6%	4%	-9%	12%
Cn1nc([N+](=O)[O-])nc1Sc1nnnn1-c1ccc(C(=O)O)cc1	-1%	4%	-9%	-2.4%	-0.9%	-5.5%	2%	nt	3%
COc1cc(OC)c(C(=O)N(CCc2ccccc2)Cc2ccccc2)cc1OC	7%	6%	-10%	-1.3%	3.8%	nt	2%	2%	-5%
CCc1noc(C)c1C(=O)Nc1cccc(S(=O)(=O)N2CCCCCC2)c1	nt	4%	nt	nt	?	nt	5%	4%	nt
CCCCCCc1nc(C(N)=O)c2[nH]c(=O)n(-c3ccccc3F)c2n1	10%	-3%	-6%	-0.5%	3.2%	nt	8%	2%	0%

Among those listed so far, 10 have an aryl thioether with sulfur outside any ring:
SMILES	AID2073	MgcRacGAP inhibition	LYP inhibition	HIV peptide binding	RSV antiviral HEp-2	XIAP antagonists	SV40 large T antigen	NS5 inhibitors	Siah-1 displacement	others
O=C(CSc1ccc2nnc(-c3ccccn3)n2n1)NCc1ccco1	8%	5%	-6%	3.3%	1.3%	-7.6%	15%	-4%	0%
Cc1cccc(NC(=O)CSc2n[nH]c(-c3ccncc3)n2)c1C	6%	10%	-6%	1.9%	1.1%	nt	5%	-5%	-2%
COc1ccc(CSc2nc(C)cc(C)c2C#N)cc1	8%	10%	-5%	-0.2%	4.9%	13%	12%	-4%	8%
Cc1csc(NC(=O)CSc2sc3c(O)cc(=O)[nH]c3c2C#N)n1	52%	16%	-3%	22%	0.5%	nt	23%	-2%	28%
CCSc1nnc(NC(=O)CSc2nncc(=O)n2N)s1	-3%	0%	-5%	-2.9%	1.1%	-14%	17%	-7%	-1%
CSc1ccc(S(=O)(=O)N(CC(=O)NN=C2CCN(C)CC2)c2ccc(C)cc2)cc1	1%	-1%	1%	-1.0%	2.6%	-6.6%	10%	1%	3%
COC(=O)CNC(=O)CSc1nc2sccc2c(=O)n1-c1ccccc1	20%	6%	0%	5.5%	0.8%	nt	10%	-11%	-1%
COc1ccc(C(=O)NCCn2cc(SCC(=O)NCc3ccco3)c3ccccc32)cc1	-2%	8%	1%	2.9%	0.6%	-1.1%	13%	2%	1%
Cc1cccc(-c2nnc(SCC(=O)NC3CC3)n2C)c1	6%	6%	-10%	1.5%	1.1%	nt	8%	1%	5%
Cn1nc([N+](=O)[O-])nc1Sc1nnnn1-c1ccc(C(=O)O)cc1	-1%	4%	-9%	-2.4%	-0.9%	-5.5%	2%	nt	3%
